# SIAE inh: human SIAE inhibitors, primary screen, biochemical, fluorescence polarization, FP-Rh probe, 1536-well HTS | SIAE FP-Rh probe binding | inhibition, % at 9.66 µM | 370,000 tested, 0.69% active;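 active = inhibition above a cutoff: mean of compounds within the control limits plus 3 SD of those, cut at about 17% in these data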;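 note: 0% = plate median of compound wells and 100% = probe without SIAE protein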
# Target sequence (Q9HAT2 whole entry, looked up): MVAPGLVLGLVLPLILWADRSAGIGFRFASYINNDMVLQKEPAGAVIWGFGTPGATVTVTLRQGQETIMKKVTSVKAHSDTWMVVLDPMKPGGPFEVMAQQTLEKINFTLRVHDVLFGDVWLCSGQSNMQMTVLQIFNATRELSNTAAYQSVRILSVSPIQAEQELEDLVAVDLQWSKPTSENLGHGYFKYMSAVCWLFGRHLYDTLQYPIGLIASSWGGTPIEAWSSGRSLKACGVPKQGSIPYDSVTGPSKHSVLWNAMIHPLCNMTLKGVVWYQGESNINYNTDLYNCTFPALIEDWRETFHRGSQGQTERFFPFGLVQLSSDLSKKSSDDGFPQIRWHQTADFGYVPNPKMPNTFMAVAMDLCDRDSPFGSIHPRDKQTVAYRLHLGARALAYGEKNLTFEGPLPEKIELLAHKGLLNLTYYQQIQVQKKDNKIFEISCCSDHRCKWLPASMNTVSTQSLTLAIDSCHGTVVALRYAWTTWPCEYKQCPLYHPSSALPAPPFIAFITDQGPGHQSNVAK
# PRMT1 FP inh: PRMT1 methyltransferase inhibitors, primary screen, biochemical, fluorescence polarization | Protein arginine N-methyltransferase 1 (Homo sapiens), Q99873 | recombinant PRMT1, activity-based probe fluorescence polarization | inhibition, % at 2.79 µM | 370,000 tested, 1.3% active | AID 652257, 2013;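 active = inhibition above about 21% made by adding two undisclosed values, limit read from the data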
# MBD2 DNA inh: inhibitors of MBD2 binding to methylated DNA, primary screen, biochemical, TR-FRET, DNA-binding domain, human | AID 686964, 2013 | MBD2 binding to methylated oligonucleotide | Methyl-CpG-binding domain protein 2 (Homo sapiens), Q9UBB5 | 370,000 tested, 0.31% active | inhibition, % at 4.4 µM; in the data active = inhibition above about 13%
# mABHD4 FP: ABHD4 inhibitors, primary screen, biochemical, fluorescence polarization, mouse; 370,000 tested, 0.54% active; inhibition, % at 8.92 µM; (Lyso)-N-acylphosphatidylethanolamine lipase (Mus musculus), Q8VD66; purified mABHD4, FP-Rh probe fluorescence polarization; AID 720543, 2013;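 active = inhibition exceeding the mean over every tested compound plus 3 SD, cut at about 30% in these data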;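 note: 0% = plate median of compound wells and 100% = S159A mutant with DMSO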
#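 System: mouse ABHD4 enzyme, wild type / Medium: HEPES pH 7.0, NaCl, Pluronic buffer / Reagent: FP-Rh activity-based fluorescent probe / Control set: S159A mutant high control, sample median low control / Detection: fluorescence polarization with parallel and perpendicular emission, 525/598 nm / Schedule: 45 min + 60 min at 25 °C / Compound dosing: 8.92 µM, single dose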
# rCAG RNA binder: binders of r(CAG) RNA repeats, primary screen, biochemical, fluorescence | r(CAG) RNA repeat, TO-PRO-1 dye displacement fluorescence | inhibition, % at 3 µM | 370,000 tested, 1.3% active;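 active = inhibition above the plate cutoff, the mean of all test compounds on that plate plus 3 SD, cut at about 35% in these data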;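 note: 0% = DMSO alone and 100% = 100 µM mitoxantrone as full dye displacement; higher means more dye released from RNA so lower well fluorescence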
# TCR-CD3 inh: inhibitors of human TCR-CD3 interaction, primary screen, biochemical, fluorescence, TAMRA-labeled TCR probe. 360,000 tested, 0.37% active. T-cell receptor (TCR). AID 651800, 2012. inhibition, % at 9.4 µM; in the data active = inhibition above about 19%;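 note: recombinant mutant TCR 2C K166C tagged with TAMRA read by polarization; 0% = receptor in buffer alone and 100% = receptor with positive control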
# TDP2 inh: human TDP2 enzyme inhibitors, primary screen, biochemical, epi absorbance, recombinant enzyme | Tyrosyl-DNA phosphodiesterase 2 (Homo sapiens), O95551 | T5PNP hydrolysis, p-nitrophenol absorbance 415 nm | inhibition, % at 12.8 µM | 370,000 tested, 0.34% active;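 active = inhibition above the mean of all tested compounds plus 3 SD, set per campaign, cut at about 25% in these data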;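 note: 0% = DMSO with enzyme and 100% = buffer with substrate but no TDP2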
# Target sequence (O95551 whole entry, looked up): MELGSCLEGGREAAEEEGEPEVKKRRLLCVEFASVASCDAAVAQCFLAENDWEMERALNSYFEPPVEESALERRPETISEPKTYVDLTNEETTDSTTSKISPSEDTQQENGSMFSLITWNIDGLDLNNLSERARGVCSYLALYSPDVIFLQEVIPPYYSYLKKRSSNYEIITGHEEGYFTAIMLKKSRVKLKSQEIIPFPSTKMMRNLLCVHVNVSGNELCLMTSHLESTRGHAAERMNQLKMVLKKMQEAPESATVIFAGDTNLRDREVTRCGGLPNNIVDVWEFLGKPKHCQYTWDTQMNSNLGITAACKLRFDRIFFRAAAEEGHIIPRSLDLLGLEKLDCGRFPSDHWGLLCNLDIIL
#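 Assay system: recombinant human TDP2 / Reagent: T5PNP substrate at 5 mM, a TopII-DNA adduct mimic / Measured by: epi absorbance from released p-nitrophenol / Evaluation: % inhibition relative to enzyme-containing and enzyme-free wells / Control set: enzyme-free and DMSO wells / Replicates: each compound tested once, singlicate / Schedule: enzyme reaction with compound for 2 h at 37 °C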
# NPR2 activator: human GC-B receptor activators, primary screen, HEK293 GC-B cells, cGMP TR-FRET, EC30 CNP. Atrial natriuretic peptide receptor 2 (Homo sapiens), P20594. 0% at EC30 CNP, 100% saturating CNP. activation, % at 10 µM. 370,000 tested, 0.11% active. AID 1920062, 2024;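 active = activation at 10 µM reaching about 35% in either raw or pattern-adjusted values, limit read from the data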
# HTRA1 inh: HTRA1 serine protease inhibitors, primary screen, biochemical, fluorescence polarization, HTS | recombinant HTRA1, FP-rhodamine activity-based probe | inhibition, % at 5.96 µM | 340,000 tested, 0.5% active; in the data active = inhibition above about 36%;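 note: 0% = enzyme with DMSO and 100% = wells lacking enzyme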
# LEDGF integ inh: blockers of LEDGF/p75-dependent integrase strand transfer – biochemical, TR-FRET, high throughput, primary screen; HIV-1 integrase (with human LEDGF/p75); TR-FRET IN-LEDGF/p75 DNA integration, Eu/Cy5; inhibition, % at 3.7 µM; 370,000 tested, 0.64% active; AID 743269, 2014;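 active = inhibition above the screen-wide mean plus 3 SD, cut at about 13% in these data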;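 note: signal is the Cy5 over europium emission ratio at 671 and 618 nm; 0% = plate median of compound wells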
# * marks the source's active call; other numbers are inactive results; x = no result given. Some of the compounds tested. The share of hits here may be higher or lower than overall.
mol,SIAE inh,PRMT1 FP inh,MBD2 DNA inh,mABHD4 FP,rCAG RNA binder,TCR-CD3 inh,TDP2 inh,NPR2 activator,HTRA1 inh,LEDGF integ inh
NC(=O)C1(Nc2ccc(-c3ccc(Cl)cc3)cc2)CCCC1,2,8,3,-9,4,-5,-16,-9,12,6
OC1(c2ccc(F)cc2)CCN(Cc2ccccc2)C1 (stereo not given),-2,2,-1,9,-2,7,-6,2,-3,-3
CC(C)n1c(O)c(N=NC(=O)c2ccccc2NS(=O)(=O)c2cccs2)c2ccccc21,-14,4,5,-3,31,8,18,9,-2,-2
Cc1ccc(S(=O)(=O)NCCCCCC(=O)Nc2nccs2)cc1,-6,2,3,-1,2,8,-1,3,-5,-3
Cc1cc(C)c2c(=O)n3c(nc2c1)C(CC(C)C)NC(=O)c1cc2ccccc2cc1-3 (stereo not given),-9,8,8,-29,7,-7,0,-1,-24,-2
COc1ccc(OCC(O)CNS(=O)(=O)c2ccc(NC(C)=O)cc2)cc1 (stereo not given),3,1,-1,0,-2,-11,13,-2,0,-2
CCCCOc1ccc(C(=O)NCC(=O)NCC(c2ccc(OC)cc2)N2CCOCC2)cc1 (stereo not given),0,4,3,8,-2,-12,3,5,1,-7
CC1OC(OC2C(Oc3c(-c4ccc(O)cc4)oc4cc(O)cc(O)c4c3=O)OC(COC3O[C@@H](C)[C@H](O)[C@@H](O)C3O)C(O)C2O)C(O)C(O)C1O (stereo not given in full),5,-2,-5,3,-1,8,0,0,8,-1
Cc1nnc(NC(=O)c2ccc(S(=O)(=O)N3CCCCCC3)cc2)o1,-4,-4,1,4,5,0,0,0,0,0
Cc1cccc(NC(=O)c2nc[nH]c2C(=O)N[C@H](C)CO)c1,-4,1,6,-3,-1,-2,-10,3,-3,-6
Cc1nc(Nc2ccc3c(c2)OCCO3)c2nnn(Cc3ccccc3Cl)c2n1,-4,0,2,-4,0,4,-13,10,-18,3
O=C(NCCN1CCOCC1)c1cc2cc([N+](=O)[O-])ccc2s1,1,-5,2,-4,0,3,5,11,2,0
CCN(C(=O)COc1nc(C)cc(C)c1C#N)c1ccccc1,3,-6,1,-3,-9,6,22,-3,8,1
Cc1ccc(/C=C/C(=O)Nc2ccc(Oc3ccccc3)cc2)o1,-8,16,-3,-25,8,15,-9,5,-40,-1
CCOc1cc2ccccc2cc1C(=O)Nc1ccccn1,-9,2,3,5,-4,-9,-3,3,-6,-5
Cc1cc(C)cc(OCCNC(=O)CCc2ccccc2)c1,-5,-2,2,4,-5,-5,13,-3,-3,2
Cc1ccc(C(=O)COC(=O)C(C)N2C(=O)C3C4C=CC(C4)C3C2=O)cc1 (stereo not given),9,1,7,6,0,-2,-4,1,1,4
CCOC(=O)c1cc(-c2ccccc2)sc1NC(=O)CC,-12,7,5,-1,1,-5,-10,-4,-22,0
O=C(Cc1ccc(Cl)cc1)N1CCc2ccccc2C1,-9,1,4,4,2,-10,2,-14,-4,-1
COc1ccc(-c2csc(NC(C)c3nc4cc(Cl)c(N5CCCCC5)cc4n3CCCO)n2)cc1 (stereo not given),9,-1,0,-11,16,7,-3,-8,3,-3
O=C(O)c1nccnc1C(=O)Nc1ccccc1-c1ccccc1,1,-4,-1,3,1,0,-5,3,2,-2
Cc1ccc(NC(=O)c2cccnc2)cc1S(=O)(=O)N1CCOCC1,-3,4,5,6,3,-5,8,1,6,-6
C/C(=C\C(=O)c1ccc(Cl)cc1)NCc1ccc2c(c1)OCO2,3,-3,1,-5,-3,6,0,-15,-30,-1
N=C(c1ccc([N+](=O)[O-])cc1)N1CCCCC1,5,1,-4,1,-3,5,2,-2,2,3
CC(C)NC(=O)c1ccc(Cl)cc1Cl,-9,3,3,-8,-3,-4,-17,-1,6,-1

# Reformatted with values under each structure: entries from further up.
# Results follow in this order: SIAE inh | PRMT1 FP inh | MBD2 DNA inh | mABHD4 FP | rCAG RNA binder | TCR-CD3 inh | TDP2 inh | NPR2 activator | HTRA1 inh | LEDGF integ inh
> Cc1nc(Nc2ccc3c(c2)OCCO3)c2nnn(Cc3ccccc3Cl)c2n1
→ -4 | 0 | 2 | -4 | 0 | 4 | -13 | 10 | -18 | 3
> Cc1cccc(NC(=O)c2nc[nH]c2C(=O)N[C@H](C)CO)c1
→ -4 | 1 | 6 | -3 | -1 | -2 | -10 | 3 | -3 | -6
> Cc1ccc(S(=O)(=O)NCCCCCC(=O)Nc2nccs2)cc1
→ -6 | 2 | 3 | -1 | 2 | 8 | -1 | 3 | -5 | -3
> Cc1cc(C)cc(OCCNC(=O)CCc2ccccc2)c1
→ -5 | -2 | 2 | 4 | -5 | -5 | 13 | -3 | -3 | 2
> Cc1nnc(NC(=O)c2ccc(S(=O)(=O)N3CCCCCC3)cc2)o1
→ -4 | -4 | 1 | 4 | 5 | 0 | 0 | 0 | 0 | 0

# Sorted by molar mass (ascending): some entries from above
mol,SIAE inh,PRMT1 FP inh,MBD2 DNA inh,mABHD4 FP,rCAG RNA binder,TCR-CD3 inh,TDP2 inh,NPR2 activator,HTRA1 inh,LEDGF integ inh
N=C(c1ccc([N+](=O)[O-])cc1)N1CCCCC1,5,1,-4,1,-3,5,2,-2,2,3
Cc1cc(C)cc(OCCNC(=O)CCc2ccccc2)c1,-5,-2,2,4,-5,-5,13,-3,-3,2
COc1ccc(-c2csc(NC(C)c3nc4cc(Cl)c(N5CCCCC5)cc4n3CCCO)n2)cc1 (stereo not given),9,-1,0,-11,16,7,-3,-8,3,-3

# Carrying on.
mol,SIAE inh,PRMT1 FP inh,MBD2 DNA inh,mABHD4 FP,rCAG RNA binder,TCR-CD3 inh,TDP2 inh,NPR2 activator,HTRA1 inh,LEDGF integ inh
Cc1ccc([C@H]2N[C@]3(CCCN(Cc4ccc(Cl)cc4)C3=O)[C@H]3C(=O)N(C)C(=O)[C@@H]23)cc1,1,-4,4,4,0,7,0,0,2,-1
CCOC(=O)N/N=C/c1cn(Cc2ccccc2Cl)c2ccccc12,11,-1,-4,-6,2,0,-12,-4,-15,3
CCOc1ccc(C(=O)CCC(=O)NC(C)C(=O)OC)cc1 (stereo not given),2,-6,-5,0,2,1,-3,7,-15,4
CC(=O)Nc1ccc(S(=O)(=O)N(C)CC(=O)OCC(=O)Nc2cc(C)on2)cc1,0,5,-4,-7,-2,-4,3,1,3,0
N#CCCN(C(=O)COC(=O)c1ccc2c(c1)NC(=O)CS2)c1ccc2c(c1)OCCO2,0,-2,-5,2,5,-5,0,1,-6,0
Cc1cc(C)cc(NC(=O)Oc2ccccc2N2CCCCC2)c1,2,0,-3,0,0,-3,12,-1,2,-1
Cc1ccc(NC(=O)CN(C)C(=O)c2cc(-c3ccccc3)nn2-c2ccccc2)cc1,2,-4,-6,2,0,3,3,-5,-1,3
CC(C)C(NC(=O)c1c(F)cccc1F)C(=O)N1CCN(c2ncccn2)CC1 (stereo not given),-2,-1,2,7,-1,-4,3,2,-4,-7
COC(=O)c1ccc(C23CC4(C2)[C@H](CN(C)[C@@H]4c2ccccc2)C3c2ccc(Cl)nc2)cc1 (stereo not given in full),-8,1,3,-1,-2,-4,6,-1,-29,2
COc1ccc(NC(=O)N2CCCC(C(=O)Nc3cccc(C)c3C)C2)cc1 (stereo not given),8,1,1,0,-1,0,-4,-1,4,-1
Cc1ccc(-c2ccnc3cc(C)nn23)cc1,2,1,-2,3,-4,-3,-7,1,4,-5
Cc1ccc(S(=O)(=O)N2C[C@@H](C)[C@]3(C2)[C@H](O)[C@H](OC(=O)NC2CC2)C[C@H]2C(=O)N(c4ccccc4)C(=O)[C@H]23)cc1,-5,0,1,-2,7,-4,-6,-2,-10,3
Cc1oc(-c2ccc(Cl)cc2)nc1CS(=O)CC(=O)NC1CC1 (stereo not given),4,10,2,-12,1,0,-8,-3,5,0
CC(=O)COc1cc(C)cc2oc(=O)c(C)c(C)c12,-3,-1,-7,-7,2,8,-3,2,-2,-1
CC(=O)c1cccc(NC(=O)CSCc2ccc(Br)cc2)c1,-2,0,-4,-8,-2,2,6,-4,-10,0
COc1ccccc1-c1cnc(C(O)c2ccc(Cl)cc2)[nH]1 (stereo not given),4,7,4,0,1,-3,-2,4,x,0
